Screens (PubChem)
PRC2 inh: inhibitors of human EZH2/PRC2 methyltransferase | Q15910 | PRC2 H3K27 methylation, DELFIA TRF, 1 h | inhibition, % at 12.5 µM | 57,000 compounds, 0.35% hits;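 active = mean inhibition of replicates at least 50% and every single replicate also reaching 50%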;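 also: dimethyl H3K27 on biotinylated H3 21-44 peptide detected by antibody; plate controls were median neutral control wells for no effect and median positive control wells for full effect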
Target sequence (Q15910 whole entry, looked up): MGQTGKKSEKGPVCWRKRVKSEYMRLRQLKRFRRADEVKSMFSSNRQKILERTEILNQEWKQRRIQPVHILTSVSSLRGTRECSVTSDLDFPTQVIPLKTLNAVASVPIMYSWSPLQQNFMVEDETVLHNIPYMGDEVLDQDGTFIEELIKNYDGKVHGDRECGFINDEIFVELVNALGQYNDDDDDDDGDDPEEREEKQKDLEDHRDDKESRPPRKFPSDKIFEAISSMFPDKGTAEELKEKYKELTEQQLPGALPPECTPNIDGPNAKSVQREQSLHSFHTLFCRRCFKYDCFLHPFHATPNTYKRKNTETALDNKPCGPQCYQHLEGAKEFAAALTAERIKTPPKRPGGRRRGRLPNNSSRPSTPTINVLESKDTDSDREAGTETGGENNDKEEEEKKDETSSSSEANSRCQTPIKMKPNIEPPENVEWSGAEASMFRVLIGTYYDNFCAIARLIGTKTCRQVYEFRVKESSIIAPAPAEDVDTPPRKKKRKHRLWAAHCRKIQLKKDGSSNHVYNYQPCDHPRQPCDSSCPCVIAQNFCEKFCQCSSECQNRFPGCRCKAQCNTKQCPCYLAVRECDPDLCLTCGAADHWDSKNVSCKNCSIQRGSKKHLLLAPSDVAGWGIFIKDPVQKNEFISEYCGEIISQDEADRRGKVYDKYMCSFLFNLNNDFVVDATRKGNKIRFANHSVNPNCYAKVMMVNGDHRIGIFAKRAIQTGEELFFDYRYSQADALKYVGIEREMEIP
IDH1 R132H inh: inhibitors of human IDH1 R132H; 70,000 compounds, 0.18% hits; O75874; IDH1 R132H reductase, diaphorase/resazurin fluorescence, 60 min; inhibition, % at 10 µM; in the data active = inhibition above about 34%;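 also: 0% = DMSO and 100% = no enzyme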
The depositor's hits bear a star; x = not tested or not shown. The list is partial, so the mix of outcomes need not match the whole.

Each structure is followed by: PRC2 inh | IDH1 R132H inh
> COc1ccc([N+](=O)[O-])cc1NC(=O)CCN1CCN(CCO)CC1
    -3 | 0.0
> C/C=C/c1cnc2c(c1)C(=O)N([C@@H](C)CO)C[C@@H](C)[C@H](CN(C)C(=O)Nc1ccc(OC)cc1)O2
    -3 | -0.6
> CO[C@@H]1CN(C)C(=O)c2cc(NC(=O)C3CCC3)ccc2OC[C@@H](C)N(Cc2ccc(F)cc2)C[C@H]1C
    -21 | 0.4
> C[C@H](CO)N1C[C@H](C)[C@@H](CN(C)C)OCc2cn(nn2)CCCC1=O
    -1 | 0.7
> COc1cc(OC)c(C2=NOC(C(=O)Nc3sc4c(c3C#N)CCC4)C2)cc1Cl (centres undefined)
    5 | -0.2
> CO[C@H]1CN(C)C(=O)c2ccc(NC(=O)c3ccccc3F)cc2OC[C@@H](C)NC[C@@H]1C
    7 | 0.1
> COc1ccc(NC(=O)Nc2ccc3c(c2)CC(=O)N([C@@H](C)CO)C[C@@H](C)[C@@H](CN(C)C(=O)Nc2c(C)noc2C)O3)cc1
    x | 2.3
> O=C(C[C@H]1CC[C@H](NC(=O)C2CCC2)[C@@H](CO)O1)NC1CCCCC1
    4 | -0.3
> COCC#Cc1cnc2c(c1)C(=O)N([C@@H](C)CO)C[C@@H](C)[C@H](CN(C)Cc1ccc3c(c1)OCO3)O2
    -4 | -0.6
> CC(=O)N(C)C[C@@H]1Oc2cc(C#Cc3cccc(F)c3)ccc2S(=O)(=O)N([C@H](C)CO)C[C@H]1C
    x | -1.1
> Cc1ccc(S(=O)(=O)N2Cc3ccccc3CC2C(=O)Nc2sc3c(c2C#N)CCCC3)cc1 (centres undefined)
    6 | 2.4
> COc1ccccc1-c1cnc2c(c1)C(=O)N([C@H](C)CO)C[C@@H](C)[C@@H](CN(C)Cc1ccc(C(=O)O)cc1)O2
    -3 | -6.0
> C[C@H]1CN([C@@H](C)CO)S(=O)(=O)c2ccc(Br)cc2O[C@@H]1CN(C)S(C)(=O)=O
    7 | -0.9
> C[C@@H]1CN([C@@H](C)CO)C(=O)Cc2cc(NC(=O)C3CC3)ccc2O[C@@H]1CN(C)S(=O)(=O)c1ccc(F)cc1
    x | 0.3
> C[C@H](CO)N1C[C@H](C)[C@H](CN(C)S(=O)(=O)c2ccc(F)cc2)OCCCC[C@H](C)Oc2ccc(NC(=O)Cc3ccccc3)cc2C1=O
    x | -4.2

Each structure is followed by: PRC2 inh | IDH1 R132H inh
> CC(C)NC(=O)N(C)C[C@H]1Oc2ccc(NC(=O)CCN3CCOCC3)cc2CC(=O)N([C@@H](C)CO)C[C@@H]1C
    x | -6.8
> Cc1cc2nn(-c3cccc4ccccc34)nc2cc1NC(=S)NC(=O)COc1ccccc1
    -10 | 0.2
> C[C@H]1CN([C@@H](C)CO)S(=O)(=O)c2ccc(-c3ccncc3)cc2O[C@@H]1CN(C)C(=O)Nc1ccc(C(F)(F)F)cc1
    x | 4.6
> O=C(Nc1ncc(C(F)(F)F)cc1Cl)C1COc2ccccc2O1 (centres undefined)
    -36 | -0.1
> O=C(C[C@H]1C[C@@H]2c3cc(NC(=O)Nc4ccccc4F)ccc3O[C@@H]2[C@H](CO)O1)NCc1ccccn1
    -2 | 0.4
> Cc1noc(C)c1NC(=O)N(C)C[C@H]1OCCCC[C@@H](C)Oc2ccc(NC(=O)Nc3ccc4c(c3)OCO4)cc2C(=O)N([C@H](C)CO)C[C@@H]1C
    x | -0.6
> c1ccc(N=C2SC(=NC3CCCCC3)C3=C2CCCC3)cc1
    7 | 5.3
> CC(C)C[C@@H]1NC(=O)[C@H]2C[C@@H](C(=O)NCc3ccc(F)cc3)[C@@H](c3cccc(OCCO)c3)N2C1=O
    -2 | 0.2
> CC(=O)N(C)C[C@@H]1Oc2cc(-c3ccccc3F)ccc2S(=O)(=O)N([C@@H](C)CO)C[C@H]1C
    -8 | -1.4
> C[C@@H]1CN([C@@H](C)CO)S(=O)(=O)c2ccc(-c3cccc(C#N)c3)cc2O[C@@H]1CN(C)C(=O)c1ccncc1
    -4 | -0.3
> O=C(NCC[C@@H]1CC[C@H](NS(=O)(=O)c2cccc(F)c2)[C@@H](CO)O1)C1CCCCC1
    1 | -0.2
> C[C@H](CO)N1C[C@H](C)[C@@H](CN(C)C(=O)Nc2ccc3c(c2)OCO3)Oc2c(NC(=O)C3CC3)cccc2C1=O
    x | -0.9
> CC(C)NC(=O)Nc1ccc2c(c1)C(=O)N([C@@H](C)CO)C[C@H](C)[C@@H](CN(C)C(=O)Nc1ccc(F)cc1)O2
    -2 | 1.5
> O=C(C1=C[C@@H](C2CCCCC2)C[C@@H](OCc2ccc(CO)cc2)O1)N1CCN(Cc2ccccc2)CC1
    30 | x
> CC(C)NC(=O)NCC[C@@H]1CC[C@H](NS(=O)(=O)c2ccc(Oc3ccccc3)cc2)[C@@H](CO)O1
    6 | -1.0

Each structure is followed by: PRC2 inh | IDH1 R132H inh
> Cc1nc(S(=O)(=O)NC[C@@H]2CCCN(Cc3cccc(OCCO)c3)C2)cn1C
    -15 | x
> C[C@@H]1CN([C@@H](C)CO)C(=O)c2cc(NS(=O)(=O)c3ccccc3)ccc2O[C@H]1CN(C)Cc1ccccc1
    5 | x
> O=[N+]([O-])c1ccc(S(=O)(=O)CC2CSc3nc4ccccc4n32)cc1 (centres undefined)
    10 | -0.6
> C[C@@H]1CCCCO[C@H](CN(C)C)[C@H](C)CN([C@H](C)CO)C(=O)c2cc(NC(=O)c3ccccc3)ccc2O1
    6 | 2.1
> C[C@@H]1CN([C@@H](C)CO)C(=O)c2cc(NS(=O)(=O)c3cn(C)cn3)ccc2O[C@@H](C)CCCCO[C@@H]1CN(C)C(=O)Nc1ccc(F)cc1
    x | -3.7
> Cc1cc(C)cc(OCC(=O)Nc2cccc(-c3nc4ccccc4o3)c2)c1
    16 | -0.1
> COCC(=O)N1C[C@H](C)[C@@H](OC)CN(C)C(=O)c2cc(NC(=O)C3CCC3)ccc2OC[C@@H]1C
    -1 | -0.1
> COc1ccccc1NC(=O)N[C@H]1C=C[C@@H](CC(=O)NCc2ccc(Cl)c(Cl)c2)O[C@@H]1CO
    2 | 0.4
> C[C@@H]1CN([C@H](C)CO)C(=O)c2cc(NC(=O)c3ccncc3)ccc2O[C@H]1CN(C)Cc1ccc(C(=O)Nc2ccccc2N)cc1
    -12 | 0.2
> CO[C@@H]1CN(C)C(=O)c2ccc(NC(=O)c3cc(C)on3)cc2OC[C@@H](C)N(C(C)=O)C[C@H]1C
    -1 | 0.3
> CO[C@H]1CN(C)C(=O)c2ccc(NC(=O)Nc3c(C)noc3C)cc2OC[C@H](C)N(C)C[C@H]1C
    0 | 0.3
> C[C@@H]1CN([C@H](C)CO)C(=O)c2cccc(NS(=O)(=O)c3ccc(Cl)cc3)c2O[C@@H]1CN(C)C(=O)NC1CCCCC1
    -5 | x
> COc1ccccc1CCn1cc(C#N)c(=O)[nH]c1=O
    -4 | -0.6
> C[C@@H]1CCCCO[C@@H](CN(C)Cc2ccncc2)[C@@H](C)CN([C@H](C)CO)C(=O)c2cc(NC(=O)NC3CCCCC3)ccc2O1
    6 | x
> C[C@@H]1CN([C@H](C)CO)S(=O)(=O)c2ccc(C#C[C@@H](C)O)cc2O[C@H]1CN(C)C(=O)C1CC1
    1 | x

Each structure is followed by: PRC2 inh | IDH1 R132H inh
> Cc1ccc(-c2ccc3c(c2)O[C@H](CN(C)C(=O)Nc2ccc(F)cc2)[C@@H](C)CN([C@H](C)CO)S3(=O)=O)cc1
    x | -0.1
> Cc1noc(C)c1S(=O)(=O)N(C)C[C@@H]1Oc2ccc(NS(C)(=O)=O)cc2C(=O)N([C@@H](C)CO)C[C@@H]1C
    x | -0.1
> C[C@H](CO)N1C[C@H](C)[C@@H](CN(C)Cc2ccc3c(c2)OCO3)Oc2c(NC(=O)c3cnccn3)cccc2C1=O
    -12 | x
> C[C@@H]1CN([C@@H](C)CO)C(=O)c2cccc(NC(=O)Nc3ccc(F)cc3)c2O[C@@H]1CN(C)Cc1ccc(Cl)c(Cl)c1
    x | 1.0
> C[C@@H]1CN([C@@H](C)CO)C(=O)c2cc(NC(=O)Nc3ccc4c(c3)OCO4)ccc2O[C@@H](C)CCCCO[C@@H]1CN(C)C
    -7 | x
> COc1ccc(C)cc1NC(=O)CSc1nc(SC)ns1
    -1 | -0.4
> Cc1ccc(NC(=O)c2cc(NC(=O)C3CC=CCC3C(=O)O)ccc2N2CCOCC2)cc1Cl (centres undefined)
    -12 | -0.4
> C[C@@H]1CN([C@@H](C)CO)C(=O)Cc2cc(NS(=O)(=O)c3ccccc3)ccc2O[C@@H]1CN(C)Cc1ccncc1
    -1 | x
> Nc1nnc(SCc2nc3ccccc3n2Cc2ccccc2)s1
    x | 0.2
> C[C@@H]1CN([C@H](C)CO)C(=O)Cc2cc(NS(=O)(=O)c3cn(C)cn3)ccc2O[C@H]1CN(C)CC1CC1
    x | 2.9
> CO[C@@H]1CN(C)C(=O)c2ccc(NC(=O)Cc3ccccc3)cc2OC[C@@H](C)N(CCc2ccccc2)C[C@H]1C
    -14 | 0.2
> Cc1cc(Br)c(NC(=O)CSc2nnc(-c3ccc(Cl)cc3)n2C)cc1C
    -15 | 12
> C/C=C/c1cnc2c(c1)C(=O)N([C@@H](C)CO)C[C@@H](C)[C@H](CN(C)C(=O)NCCC)O2
    -3 | 2.5
> O=C(N[C@H]1CC[C@@H](CC(=O)N2CCc3ccccc3C2)O[C@@H]1CO)C1CCOCC1
    9 | -0.1
> C[C@H](NC(=O)C[C@H]1CC[C@H](NC(=O)C2CCC2)[C@H](CO)O1)c1ccccc1
    -1 | -0.1

Some of these compounds in order of count of non-hydrogen atoms, high to low.
Each structure is followed by: PRC2 inh | IDH1 R132H inh
> C[C@@H]1CN([C@@H](C)CO)C(=O)Cc2cc(NS(=O)(=O)c3ccccc3)ccc2O[C@@H]1CN(C)Cc1ccncc1
    -1 | x
> Cc1cc(Br)c(NC(=O)CSc2nnc(-c3ccc(Cl)cc3)n2C)cc1C
    -15 | 12
> COc1ccc(C)cc1NC(=O)CSc1nc(SC)ns1
    -1 | -0.4

(listing goes on)
Each structure is followed by: PRC2 inh | IDH1 R132H inh
> Cc1cc(C)c(NC(=O)CN(c2ccc(F)cc2)S(C)(=O)=O)c(C)c1
    -4 | 0.5
> CCC(=O)N(C)C[C@@H]1Oc2cc(-c3ccc(OC)cc3)ccc2S(=O)(=O)N([C@H](C)CO)C[C@@H]1C
    1 | -2.1
> C[C@@H]1CN([C@@H](C)CO)C(=O)c2cc(NS(=O)(=O)c3ccccc3)ccc2O[C@@H]1CN(C)Cc1ccc(Oc2ccccc2)cc1
    x | 0.8
> C[C@@H]1CN([C@H](C)CO)C(=O)CCCn2cc(nn2)CO[C@@H]1CN(C)C(=O)Nc1ccc(C(C)(C)C)cc1
    0 | 2.4
> C[C@@H]1CN([C@@H](C)CO)C(=O)c2cc(C#Cc3cccc(F)c3)cnc2O[C@H]1CN(C)Cc1ccccn1
    x | 0.3
> C[C@@H]1CN([C@@H](C)CO)C(=O)c2cc(-c3ccc(F)cc3)cnc2O[C@H]1CN(C)C(=O)CN(C)C
    x | -0.1
> C[C@@H]1CN([C@H](C)CO)C(=O)c2cc(NS(=O)(=O)c3ccc(F)cc3)ccc2O[C@@H]1CN(C)C(=O)Nc1ccc(F)cc1
    x | -1.3
> CO[C@@H]1CN(C)C(=O)c2cc(NC(=O)Nc3c(C)noc3C)ccc2OC[C@H](C)N(CCC(F)(F)F)C[C@H]1C
    -7 | 0.1
> CO[C@@H]1CN(C)C(=O)c2cc(NS(=O)(=O)c3cccc(Cl)c3)ccc2OC[C@H](C)NC[C@@H]1C
    7 | -0.4
> Cc1noc(C)c1NC(=O)Nc1ccc2c(c1)CC(=O)N([C@@H](C)CO)C[C@@H](C)[C@H](CN(C)S(=O)(=O)c1ccc(F)cc1)O2
    x | 1.8
> CCCc1cn(CC[C@@H]2CC[C@@H](NS(=O)(=O)c3ccc(-c4ccccc4)cc3)[C@H](CO)O2)nn1
    -9 | -0.2
> CO[C@H]1CN(C)C(=O)c2cc(NC(=O)Nc3ccccc3Cl)ccc2OC[C@@H](C)NC[C@H]1C
    -2 | 0.0
> Cc1noc(C)c1NC(=O)Nc1cccc2c1O[C@H](CN(C)Cc1ccc(C(=O)Nc3ccccc3N)cc1)[C@H](C)CN([C@H](C)CO)C2=O
    -1 | 0.3
> O=C(C[C@@H]1C=C[C@H](NC(=O)CC2CC2)[C@@H](CO)O1)NCc1ccc(Cl)cc1
    -4 | 0.3
> C[C@@H]1CN([C@@H](C)CO)C(=O)c2cc(NC(=O)Nc3ccc4c(c3)OCO4)ccc2O[C@@H]1CN(C)C(=O)Nc1ccc2c(c1)OCO2
    x | 1.1

Profiles as entered above. Values in the order: PRC2 inh | IDH1 R132H inh
Entry for CCC(=O)N(C)C[C@@H]1Oc2cc(-c3ccc(OC)cc3)ccc2S(=O)(=O)N([C@H](C)CO)C[C@@H]1C = 1 | -2.1
Entry for Cc1cc(C)c(NC(=O)CN(c2ccc(F)cc2)S(C)(=O)=O)c(C)c1 = -4 | 0.5
Entry for CCCc1cn(CC[C@@H]2CC[C@@H](NS(=O)(=O)c3ccc(-c4ccccc4)cc3)[C@H](CO)O2)nn1 = -9 | -0.2
Entry for Cc1noc(C)c1NC(=O)Nc1cccc2c1O[C@H](CN(C)Cc1ccc(C(=O)Nc3ccccc3N)cc1)[C@H](C)CN([C@H](C)CO)C2=O = -1 | 0.3
Entry for C[C@@H]1CN([C@@H](C)CO)C(=O)c2cc(NC(=O)Nc3ccc4c(c3)OCO4)ccc2O[C@@H]1CN(C)C(=O)Nc1ccc2c(c1)OCO2 = x | 1.1

Other structures
Each structure is followed by: PRC2 inh | IDH1 R132H inh
> COc1cccc(-c2cnc3c(c2)C(=O)N([C@@H](C)CO)C[C@@H](C)[C@H](CN(C)Cc2cccnc2)O3)c1
    4 | -0.5
> CC(=O)N(C)C[C@H]1Oc2ncc(C#Cc3cccc(F)c3)cc2C(=O)N([C@@H](C)CO)C[C@H]1C
    -19 | 0.7
> Cn1c2ccccc2n2nc(CCC(=O)O)c(=O)nc12
    x | 0.1
> Cc1noc(C)c1NC(=O)Nc1ccc2c(c1)C(=O)N([C@@H](C)CO)C[C@H](C)[C@@H](CN(C)C(=O)Nc1ccc(C(F)(F)F)cc1)OCCCC[C@H](C)O2
    x | 0.0
